Screening data deposited in PubChem BioAssay by National Center for Advancing Translational Sciences (NCATS).
TDP1 block: blocks human tyrosyl-DNA phosphodiesterase 1 | Q9NUW8 | Potency, µM (highest dose often 130 µM), without a hit: at the top dose activity change, negative = inhibition, usual class: inhibitors | 0.28% of 350,000 active | recombinant TDP1, AlphaScreen DNA substrate cleavage; active = well fitted inhibition curve with a large enough effect; inconclusive = small, poorly fitted or top-dose-only effect; inactive = no such curve, though single readings can be large or run the other way; also: nearly all actives have a fitted effect of over 40% in size
Target sequence (Q9NUW8 whole entry, looked up): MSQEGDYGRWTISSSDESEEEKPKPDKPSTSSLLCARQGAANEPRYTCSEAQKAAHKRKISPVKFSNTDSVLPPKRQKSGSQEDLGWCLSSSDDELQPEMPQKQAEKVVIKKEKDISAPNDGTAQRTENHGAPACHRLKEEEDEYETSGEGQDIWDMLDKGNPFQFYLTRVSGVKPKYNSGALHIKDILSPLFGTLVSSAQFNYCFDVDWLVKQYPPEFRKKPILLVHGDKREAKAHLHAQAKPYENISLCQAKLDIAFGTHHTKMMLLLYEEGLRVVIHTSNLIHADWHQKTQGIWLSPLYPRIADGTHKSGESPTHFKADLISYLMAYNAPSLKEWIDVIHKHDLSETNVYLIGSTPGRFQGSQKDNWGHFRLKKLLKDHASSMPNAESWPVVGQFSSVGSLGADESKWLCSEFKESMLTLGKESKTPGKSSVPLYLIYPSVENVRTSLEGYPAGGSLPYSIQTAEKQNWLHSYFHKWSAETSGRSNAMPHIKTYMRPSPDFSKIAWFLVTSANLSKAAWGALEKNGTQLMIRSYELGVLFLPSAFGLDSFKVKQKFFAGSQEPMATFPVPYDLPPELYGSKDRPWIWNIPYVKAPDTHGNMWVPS
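Enzyme-compound mixtures sat 15 min at room temperature, followed by a 5 min reaction with 15 nM final substrate and 10 min with AlphaScreen beads. Recombinant human Tdp1 was used at 1 nM final.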
Numbers without * were called inactive; u = inconclusive; & = joins results of further samples. % is scaled to controls: 0 for no effect and ±100 for the full control effect; potency is read from the fitted curve at half-maximal effect. Some of the compounds tested (hit frequency here may not be typical).

SMILES	TDP1 block
CCn1c2cc(C)sc2c2cnn(Cc3ccccc3F)c(=O)c21	-8%
O=C(O)c1cc(O)c2c(c1)[O][Bi][O]2	u
CC(/C=C/C=C(\C)C(=O)O[C@@H]1O[C@H](CO[C@@H]2O[C@H](CO)[C@@H](O)[C@H](O)[C@H]2O)[C@@H](O)[C@H](O)[C@H]1O)=C\C=C\C=C(C)\C=C\C=C(/C)C(=O)O[C@@H]1O[C@H](CO[C@@H]2O[C@H](CO)[C@@H](O)[C@H](O)[C@H]2O)[C@@H](O)[C@H](O)[C@H]1O	-15%
O=C(COC(=O)CNC(=O)c1ccccc1)Nc1cc(C(F)(F)F)ccc1Cl	-1%
NCCCC(N)CC(=O)NC1CNC(=O)C(C2CC(O)N=C(N)N2)NC(=O)/C(=C/NC(N)=O)NC(=O)C(CO)NC(=O)C(CO)NC1=O (stereo not drawn)	4%
Cc1ccc(Nc2nc(C#N)nc(NC3CCCC3)n2)cc1	-3%
O=S(=O)(c1ccc2c(c1)OCCO2)N1CCN(S(=O)(=O)c2c(F)ccc(O)c2F)CC1	-1%
CC(CNC(=O)c1cccnc1)NC(=O)c1cccnc1 (stereo not drawn)	3%
COc1cc(Cl)c(C)cc1NC(=O)C(OC(=O)CNC(=O)c1ccccc1)c1ccccc1 (stereo not drawn)	-2%
CC(C)(C)OC(=O)CC(=O)NNC(=O)c1nc2ccccc2[nH]1	-2%
Cc1ccc(NS(=O)(=O)c2ccc(-c3ccccc3)cc2)cc1C	-4%
[O]=[Bi][O][Bi]=[O]	4%
COc1ccc2nc3n(c(=O)c2c1)-c1ccc(Cl)cc1C(=O)NC3Cc1ccccc1 (stereo not drawn)	-2%
N#Cc1nc(Nc2cc(F)cc(Cl)c2)nc(NC2CCCC2)n1	-2%
O=S(=O)(c1ccc2c(c1)OCCO2)N1CCN(S(=O)(=O)c2cc(F)c(F)cc2F)CC1	0%
OC(c1ccccc1)(c1ccccc1)c1cnc2ccccn12	0%
O=C1CCc2cc([S+](=O)([O-])NC3CCOCC3)ccc2N1	1%
Oc1ccc(/C=C/c2ccccc2F)c2cccnc12	-2%
Cc1ccc(Cl)cc1NS(=O)(=O)c1cc2c(cc1F)NC(=O)CC2	-6%
O=C(OCC#CCSc1nnc(-c2ccc(F)cc2)o1)c1ccc(F)cc1	-11%
O=C(CNC(=O)c1ccncc1)OC(C(=O)Nc1cc(C(F)(F)F)ccc1Cl)c1ccccc1 (stereo not drawn)	0%
COc1ccc2nc(-c3ccc(N(C)C)cc3)sc2c1	4%
COc1ccc(C(=O)N(Cc2cccs2)Cc2cccs2)c(O)c1	-8%
CCCCCOC(=O)Nc1nc(=O)n(C2O[C@H](C)[C@@H](O)[C@@H]2O)cc1F (stereo partly drawn)	0%
Cc1cn([C@H]2CC(F)[C@@H](CO)O2)c(=O)[nH]c1=O (stereo partly drawn)	2%
O=C(NCC#CCSc1nnc(-c2cccc3ccccc23)o1)c1cccs1	3%
COc1cccc(C2c3c(ncn(-c4ccccc4C)c3=N)Oc3ccc4ccccc4c32)c1 (stereo not drawn)	4%
O=C(NNS(=O)(=O)c1c(F)cc(F)c(Cl)c1F)C12CC3CC(CC(C3)C1)C2	1%
CC(C)(C)c1ccc(CN2CCN([C@H](c3ccccc3)c3ccc(Cl)cc3)CC2)cc1	13%
Nc1ccc2cc3ccc(N)cc3nc2c1	13%
CN(Cc1ccccc1)Cc1ccccc1	0%
CC(C)(Oc1ccc(C2CCCc3ccccc32)cc1)C(=O)O (stereo not drawn)	8%
O=C1CCCC2=C1C1(CCCC1)N=C(Nc1nc3cc(Cl)ccc3o1)N2	0%
O=C(O)c1ccccc1OC1=NS(=O)(=O)c2ccccc21	2%
COc1ccc(C=O)cc1COc1ccc(NC(C)=O)cc1	-2%
CCOC(=O)c1ccc(O)cc1	0%
CC1(C)CC[C@@]2(C(=O)O)C(C1)C1=CCC3[C@@]4(C)CC[C@H](O)C(C)(C)C4CC[C@@]3(C)[C@]1(C)C[C@H]2O (stereo partly drawn)	-7%
COc1ccc(C2Nc3ccccc3C(=O)N2Cc2ccccc2)cc1Oc1ccc(NC(C)=O)cc1 (stereo not drawn)	0%
CCc1ccc2c(c1)N(C[C@H](C)CN(C)C)c1ccccc1S2	9%
COc1ccccc1Nc1cc2ccccc2c(=O)[nH]1	2%
COc1cc(C2Nc3ccccc3C(=O)N2Cc2ccccc2)ccc1OCc1ccc(NC(C)=O)cc1 (stereo not drawn)	0%
CC(C)CCCC(C)C1CC(=O)C2=C3CCC4CC(O)CCC4(C)C3CCC21C (stereo not drawn)	10%
CC(C)CCOC(=O)c1ccc(N(C)C)cc1	-4%
COc1ccc(-c2nc3ccc(Cl)cc3c(=O)n2Cc2ccccc2)cc1COc1ccc(NC(C)=O)cc1	0%
Nc1ncn(C2C[C@H](O)[C@@H](CO)O2)c(=O)n1 (stereo partly drawn)	0%
Cc1ccc2c(=O)n3c(nc2c1)C(CC(C)C)NC(=O)c1ccc(Cl)cc1-3 (stereo not drawn)	1%
COc1cccc(C2c3c(ncn(-c4ccccn4)c3=N)Oc3ccc4ccccc4c32)c1 (stereo not drawn)	0%
O=C1CCc2cc(Cl)c(S(=O)(=O)Nc3ccc(Cl)c(Cl)c3)cc2N1	1%
O=[N+]([O-])c1cccc(S(=O)(=O)NCCNS(=O)(=O)c2cccc([N+](=O)[O-])c2)c1	5%
O=C1CCCC2=C1C1(CCS(=O)(=O)C1)N=C(Nc1nc3ccccc3o1)N2 (stereo not drawn)	-8%

Remaining list, next part:
SMILES	TDP1 block
N#Cc1nc(Nc2ccc(F)cc2)nc(NC2CCCC2)n1	0%
COc1cc(F)c(S(=O)(=O)N2CCN(S(=O)(=O)c3cccs3)CC2)c(F)c1	0%
Cn1cncc1CNc1ncnc2ccc(-c3ccc4c(c3)OCO4)cc12	5%
O=C1CCCC2=C1C(c1ccccc1Cl)N=C(Nc1nc3ccccc3o1)N2 (stereo not drawn)	2%
Cc1ccc2c(c1)-n1c(nc3cc(Cl)ccc3c1=O)C(CC(C)C)NC2=O (stereo not drawn)	0%
CC(C)(C)c1ccc(C(=O)NCC(=O)OC(C(=O)Nc2cc(C(F)(F)F)ccc2Cl)c2ccccc2)cc1 (stereo not drawn)	0%
O=C1CN(S(=O)(=O)c2ccc3c(c2)OCCO3)CCN1S(=O)(=O)c1c(F)cccc1F	0%
COc1cccc(Cn2ncc3c4sc(S(C)=O)cc4n(C)c3c2=O)c1 (stereo not drawn)	2%&1%
COc1ccc(CN(Cc2ccccc2)C(=O)c2ccccc2N)cc1COc1ccc(NC(C)=O)cc1	1%
O=C(CNC(=O)c1ccc2n[nH]nc2c1)OC(C(=O)Nc1cc(C(F)(F)F)ccc1Cl)c1ccccc1 (stereo not drawn)	0%
O=C1CCc2cc(S(=O)(=O)Nc3cccnc3)ccc2N1	2%
O=C1CCc2cc(S(=O)(=O)Nc3ccc4ncccc4c3)ccc2N1	3%
O=C(O)[C@@H]1CSCN1	3%
O=C1CCc2cc(S(=O)(=O)Nc3cccc(B(O)O)c3)ccc2N1	0%
N#Cc1nc(Nc2cccc(C(F)(F)F)c2)nc(NC2CCCC2)n1	1%
O=C1CCCC2=C1C1(CCCC1)N=C(Nc1nc3cc4ccccc4cc3o1)N2	2%
CCN(CC)CCNC(=O)c1c(C)[nH]c(/C=C2\C(=O)Nc3ccc(F)cc32)c1C	11%
COc1cccc(C2c3c(ncn(-c4ccccc4Cl)c3=N)Oc3ccc4ccccc4c32)c1 (stereo not drawn)	4%
COc1ccc(C2Nc3ccccc3C(=O)N2Cc2ccccc2OC)cc1COc1ccc(NC(C)=O)cc1 (stereo not drawn)	-5%
C[Si](C)(C)O[Si](C)(C)C	4%
O=S1(=O)N=C(Oc2ccc3ccccc3c2)c2ccccc21	2%
CN(Cc1nccs1)c1ncnc2ccc(-c3ccc4c(c3)OCO4)cc12	2%
c1c[nH]c(CNc2ncnc3ccc(-c4ccc5c(c4)OCO5)cc23)n1	-19%
CCCCCCCCCCCCCCCCCC[N+](C)(C)CCC[Si](OC)(OC)OC	4%
CC(=O)Nc1ccc(S(=O)(=O)N2CCN(S(=O)(=O)c3c(F)cccc3F)CC2)cc1	0%
COc1cccc(C2c3c(ncn(-c4ccccc4-c4ccccc4)c3=N)Oc3ccc4ccccc4c32)c1 (stereo not drawn)	1%
Cc1ccc2c(=O)n3c(nc2c1)C(Cc1ccc(O)cc1)NC(=O)c1ccc(Cl)cc1-3 (stereo not drawn)	4%
Cc1c(Cl)cccc1NS(=O)(=O)c1cc2c(cc1Cl)CCC(=O)N2	1%
O=S(=O)(O)c1ccc(O)cc1	0%
COc1ccc(C2Nc3ccccc3C(=O)N2Cc2ccccc2C(F)(F)F)cc1COc1ccc(NC(C)=O)cc1 (stereo not drawn)	-13%
CC(C)(C)OC(=O)Cc1nnc(-c2nc3ccccc3[nH]2)o1	-12%
COC(=O)c1ccc(NC(=O)c2ccc3c(c2)NC(=O)C2CCCN32)cc1 (stereo not drawn)	-16%
O=C(CN1CCNCC1)NC1CCCCC1	3%
CC(=O)Nc1ccc(OCCOCCOc2ccc(NC(C)=O)cc2)cc1	3%
C#Cc1nc(Nc2cccc(Cl)c2)nc(NC2CCCC2)n1	-2%
CC(C)(C)OC(=O)Cc1nnc(-c2cc3ccccc3[nH]2)s1	1%
O=S(c1cc(Cl)cc(Cl)c1O)c1cc(Cl)cc(Cl)c1O	3%
O=C(CNC(=O)C1CCCCC1)OC(C(=O)Nc1cc(C(F)(F)F)ccc1Cl)c1ccccc1 (stereo not drawn)	0%
COc1ccccc1-c1nnc(SCC#CCOC(=O)c2ccc(F)cc2)o1	-4%
CCC(=O)NC(c1cc(Cl)c2cccnc2c1O)c1cccn1C (stereo not drawn)	2%
N#CN1CCC(N[S+](=O)([O-])c2cccc(F)c2)CC1	1%
COc1ccc(NS(=O)(=O)c2ccccc2C(=O)O)cc1	3%
COc1cccc(C)c1NC(=O)C(OC(=O)CNC(=O)c1ccccc1)c1ccccc1 (stereo not drawn)	1%
O=S1(=O)N=C(Oc2cccc(Br)c2)c2ccccc21	1%
O=C1NC(Cc2ccc(O)cc2)c2nc3ccc(Cl)cc3c(=O)n2-c2ccccc21 (stereo not drawn)	2%
CSc1cc2c(s1)c1cnn(Cc3cccc(O)c3)c(=O)c1n2C	1%
CS(=O)(=O)/C=C/c1nc(Nc2cc(F)cc(F)c2)c2ncn(CC(F)F)c2n1	1%
COC(=O)CC[C@H](N)C(=O)O	4%
Cc1ccc(NS(=O)(=O)c2ccc(N3CCCC3=O)cc2)cc1C	0%
O=C1CCc2cc(S(=O)(=O)Nc3cccc(Br)c3)ccc2N1	0%

A different layout for part of the listing above:
SMILES,TDP1 block
O=C(CN1CCNCC1)NC1CCCCC1,3%
CC(=O)Nc1ccc(OCCOCCOc2ccc(NC(C)=O)cc2)cc1,3%
C#Cc1nc(Nc2cccc(Cl)c2)nc(NC2CCCC2)n1,-2%
CC(C)(C)OC(=O)Cc1nnc(-c2cc3ccccc3[nH]2)s1,1%
O=S(c1cc(Cl)cc(Cl)c1O)c1cc(Cl)cc(Cl)c1O,3%
O=C(CNC(=O)C1CCCCC1)OC(C(=O)Nc1cc(C(F)(F)F)ccc1Cl)c1ccccc1 (stereo not drawn),0%
COc1ccccc1-c1nnc(SCC#CCOC(=O)c2ccc(F)cc2)o1,-4%
CCC(=O)NC(c1cc(Cl)c2cccnc2c1O)c1cccn1C (stereo not drawn),2%
N#CN1CCC(N[S+](=O)([O-])c2cccc(F)c2)CC1,1%
COc1ccc(NS(=O)(=O)c2ccccc2C(=O)O)cc1,3%
COc1cccc(C)c1NC(=O)C(OC(=O)CNC(=O)c1ccccc1)c1ccccc1 (stereo not drawn),1%
O=S1(=O)N=C(Oc2cccc(Br)c2)c2ccccc21,1%
O=C1NC(Cc2ccc(O)cc2)c2nc3ccc(Cl)cc3c(=O)n2-c2ccccc21 (stereo not drawn),2%
CSc1cc2c(s1)c1cnn(Cc3cccc(O)c3)c(=O)c1n2C,1%
CS(=O)(=O)/C=C/c1nc(Nc2cc(F)cc(F)c2)c2ncn(CC(F)F)c2n1,1%
COC(=O)CC[C@H](N)C(=O)O,4%
Cc1ccc(NS(=O)(=O)c2ccc(N3CCCC3=O)cc2)cc1C,0%
O=C1CCc2cc(S(=O)(=O)Nc3cccc(Br)c3)ccc2N1,0%

Next structures follow.
SMILES	TDP1 block
CCN(CC)C(=O)c1cccnc1	-1%
N#Cc1nc(Nc2cccc(Cl)c2)nc(NC2CCCC2)n1	-2%
Cn1c2cc(C(=O)O)sc2c2cnn(Cc3ccccc3F)c(=O)c21	1%
CC(=O)c1cc2c(s1)c1cnn(Cc3ccccc3F)c(=O)c1n2C	0%
COc1cc(F)c(S(=O)(=O)N2CCN(S(=O)(=O)c3ccco3)CC2)c(F)c1	-16%
O=C1CCc2cc(S(=O)(=O)Nc3ccc(-c4ccccc4)cc3)ccc2N1	3%
CN(C)C(=O)NC(O)C(Cl)Cl (stereo not drawn)	-8%
O=C1NC(Cc2ccccc2)c2nc3cc(F)ccc3c(=O)n2-c2cc(Cl)ccc21 (stereo not drawn)	1%
COc1ccc(C2Nc3ccccc3C(=O)N2Cc2cccc(Cl)c2)cc1COc1ccc(NC(C)=O)cc1 (stereo not drawn)	1%
O=C(O)Cc1nnc(-c2cc3ccccc3[nH]2)s1	0%
COc1cc2c(cc1OC)C(Cc1ccc(O)c(Oc3ccc(C[C@H]4c5cc(OC)c(OC)cc5CCN4C)cc3)c1)N(C)CC2 (stereo partly drawn)	7%
CC(C)(C)C(=O)NCCCC(=O)O	4%
CCC(=O)NC(c1ccco1)c1cc([N+](=O)[O-])c2cccnc2c1O (stereo not drawn)	2%
O=S(=O)(c1ccc2c(c1)OCCO2)N1CCN(S(=O)(=O)c2ccc(F)cc2F)CC1	-20%
